TDP1 cell CPT: DT40-hTDP1 cell growth loss with CPT; chicken DT40 Tdp1-/-;hTDP1 cells + 20 nM CPT, ATP luminescence, 48 h; AID 686979; Potency, µM (series often up to 46.2 µM), without a hit: at the highest dose activity change, negative = growth inhibition, usual class: inhibitors; 12% of 420,000 active; also: nearly all actives have a fitted effect of over 55% in size
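Chicken DT40 Tdp1-/- cells complemented with human TDP1, 400 cells/well, exposed to compounds plus 20 nM camptothecin for at least 48 h at 37 C; viability read as ATP content by CellTiter-Glo luminescence.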
FEN1 inh: inhibitors of human flap endonuclease 1. Recombinant FEN1 flap cleavage, fluorescence, 15 min. Potency, µM (titrated, usually from 114 µM), inactives show at the highest dose activity change, negative = inhibition, most hits filed as inhibitors. 0.35% of 390,000 active. AID 588795; also: nearly all actives have a fitted effect of over 65% in size
Target sequence (P39748 whole entry, looked up): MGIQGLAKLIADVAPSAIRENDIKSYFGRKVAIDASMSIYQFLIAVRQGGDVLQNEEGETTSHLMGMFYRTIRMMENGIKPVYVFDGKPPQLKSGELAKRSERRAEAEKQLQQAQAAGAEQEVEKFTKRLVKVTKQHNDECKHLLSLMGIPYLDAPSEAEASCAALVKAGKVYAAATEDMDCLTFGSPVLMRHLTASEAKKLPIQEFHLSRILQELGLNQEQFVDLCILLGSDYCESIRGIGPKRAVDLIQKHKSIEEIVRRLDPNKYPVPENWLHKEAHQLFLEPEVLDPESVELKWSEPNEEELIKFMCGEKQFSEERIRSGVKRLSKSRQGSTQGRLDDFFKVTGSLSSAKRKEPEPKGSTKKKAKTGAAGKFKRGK
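In this screen, 50 nM flap DNA substrate was added to 10 nM FEN1 pretreated with compound for 15 min at room temperature; cleavage was followed with reads at 0 and 15 min, and Hill fitting gave concentration–response parameters.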
N370S GC: inhibits or activates N370S mutant glucocerebrosidase; P04062; N370S GC spleen homogenate, 4MU-glucoside fluorescence; Potency, µM (highest dose often 59.4 µM), for inactives: at the top dose activity change, negative = inhibition, actives largely listed as inhibitors; 0.092% of 330,000 active; AID 2101;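 also: 0% = full enzyme activity and -100% = no enzyme basal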
The depositor's hits bear a star; ? = inconclusive; / = not tested or not shown; & = joins results of further samples; [ ] = dose if it differs, or a comment. Calls follow the shape of the dose curve; as a rule, active = well fitted curve in the direction sought with a large enough effect; inconclusive = small, poorly fitted or top-dose-only effect, or another doubt; inactive = no such curve, though single readings can be large; an effect the other way counts as inactive or inconclusive. Unless noted, % is scaled to controls: 0 for no effect and ±100 for the full control effect; potency is read from the fitted curve at half-maximal effect. The list is partial; the hit share may differ from the screen's.

Each structure is followed by: TDP1 cell CPT, FEN1 inh, N370S GC
- COC(=O)C1=C(c2ccc(-c3ccccc3)c(F)c2)C[C@@H]2CC[C@H]1N2C(=O)N1CCCC1
  1.6µM*, -21%, /
- COc1ccc(-n2c(O)c(C(C)=NCCCn3ccnc3)c(=O)[nH]c2=O)cc1
  -26%, 2%, 8%
- OCCN1C2CCC1CC(O)(c1ccc(F)cc1)C2 (stereo not drawn)
  1%, -2%, -2%
- CC(C)c1nc2oc3c(NCc4ccccn4)ncnc3c2c2c1COC(C)(C)C2
  ?, -3%, /
- Cc1ccccc1OP(N)(=O)Oc1ccccc1C
  -4%, 3%, 0%
- COc1ccc(CC(=O)N2CCN(C)CC2)cc1
  8%, 2%, 4%
- Cc1cccn2c(=O)c3c(nc12)N1CCc2ccccc2C1C1(C3)C(=O)NC(=O)N(C)C1=O (stereo not drawn)
  -2%, -2%, ?
- Cc1c(N=Nc2c(O)n(-c3ccc(Br)cc3)c(=O)[nH]c2=O)c(=O)n(-c2ccccc2)n1C
  ?, -9%, -13%
- CC(=NCCCn1ccnc1)c1c(O)n(C)c(=O)n(C)c1=O
  -19%, 13%, 0%
- NC1C[C@H]1c1ccccc1 (stereo partly drawn)
  -12%, /, 3%
- Fc1ccc(CNCCc2c[nH]c3ccccc23)cc1
  ?, 21%, -28%
- CN(C(=O)Cc1ccc2c(c1)OCO2)C1CCCN(Cc2ccccc2F)C1 (stereo not drawn)
  ?, -19%, /
- CCn1ccnc1CN1CCCC(C(=O)c2cccc(C(F)(F)F)c2)C1 (stereo not drawn)
  ?, 0%, -4%
- COc1ccc(Cn2c(O)c(C=NCCCn3ccnc3)c(=O)[nH]c2=O)cc1
  -8%, 8%, -2%
- O=C(CCN1CC1)OCCOC(=O)CCN1CC1
  5.2µM*, 0%, /
- CC(=NCCCN1CCOCC1)c1c(O)n(-c2ccccc2C)c(=O)[nH]c1=O
  -2%, -5%, 7%
- O=C1/C(=C\c2cc3c(cc2Br)OCO3)N2CCC1CC2
  5%, -3%, 6%
- Cc1ccc(F)cc1NC(=O)c1ccc(Cn2nc(N3CCN(c4ccccc4)CC3)ccc2=O)o1
  ?, -1%, /
- Cc1cccc(N2C(=O)/C(=C/N3CCN(C(=O)c4ccco4)CC3)C(=O)NC2=S)c1
  3%, -11%, 21%
- COc1cccc(-c2nn3c(=O)cc(CN4CCN(C(=O)COc5ccccc5C)CC4)nc3s2)c1
  ?, 13%, /
- CC(=O)N1CCN(CCN=Cc2c(O)n(-c3ccc(C)cc3)c(=S)[nH]c2=O)CC1
  19%, 15%, -7%
- O=C(C1CC(c2ccccc2O)=NO1)N1CCC2(CC1)OCCO2 (stereo not drawn)
  -23%, 4%, -22%
- CCOc1ccc(CNCCc2ccc3c(c2)OCO3)cc1
  1%, 3%, ?
- CNCC[C@H](Oc1cccc2ccccc12)c1cccs1
  16µM*, -2%&-21%, ?
- O=C(Cn1nc(-c2ccccc2)ccc1=O)N1CCC2(CC1)OCCO2
  -10%, 5%, 13%
- O=P1(Oc2ccccc2)CC=CC(COCc2ccccc2)O1 (stereo not drawn)
  /, 14%, 1%
- Cc1ccc(OCCOc2cccc(C=C3C(=O)NC(=O)NC3=O)c2)cc1
  ?, -18%, -9%
- CC(=NCCCn1ccnc1)c1c(O)n(C2CCCCC2)c(=O)[nH]c1=O
  9%, 15%, -5%
- CCOc1ccc(NC(=O)c2cc3c(C)nn(-c4ccccc4)c3s2)cc1
  21µM*, -4%, /
- CCC12C=CCN3CCC4(c5ccc(OC)cc5N(C)C4[C@@](O)(C(=O)OC)C1OC(C)=O)C32 (stereo partly drawn)
  -5%, /, -4%
- COC(=O)C1=C(c2ccc(F)cc2OCc2ccccc2)C[C@@H]2CC[C@H]1N2C(=O)NC1Cc2ccccc2C1
  ?, -19%, /
- CN1CCCCC1c1cccnc1 (stereo not drawn)
  -3%, /, -2%
- O=C1NC(=O)C(=Cc2ccc(N3CCOCC3)cc2)C(=O)N1
  -12%, 14%, -2%
- CCOCCSc1nc2c(c(-c3cccs3)c1C#N)CC/C2=C/c1cccs1
  ?, 3%, 12%
- O=C(Cn1ncn2c(cc3cc(F)ccc32)c1=O)N1CCC2(CC1)OCCO2
  -7%, 5%, 5%
- Cc1oc(-c2ccccc2Cl)nc1CN1C(=O)CN=C(c2ccccc2)c2cc(Cl)ccc21
  ?, 2%, /
- CNC1(c2ccc(F)cc2)CCCCC1
  -2%, 5%, /
- COC(=O)C1=C(c2ccc(OCc3ccccc3)cc2)C[C@@H]2CC[C@H]1N2C(=O)NCc1ccc(N(C)C)cc1
  ?, -2%, /
- c1ccc(CCN2CCCCC2)cc1
  2%, 3%, /
- CC(=O)c1cn(Cc2ccc(C#N)cc2)c2ccccc12
  -10%, 9%, -22%
- COC(=O)C1=C(c2ccc(OC)c(OC)c2)C[C@@H]2CC[C@H]1N2C(=O)N1CCC(C)CC1
  21µM*, 0%, /
- Cc1cccc(-n2c(C)nc3ccccc3c2=O)c1C
  5.8µM*, 0%, 7%
- CCOc1ccccc1N1C(=O)NC(=O)/C(=C/c2ccc3c4c(cccc24)CC3)C1=O
  ?, 13%, 11%
- Cc1cccc(CN2CCc3nc(N4CCN(c5ccccn5)CC4)ncc3C2)c1
  15µM*, -5%, /
- C[C@H]1CCC/C=C/[C@@H]2C[C@H](O)C[C@H]2[C@H](O)/C=C/C(=O)O1
  0.58µM*, -3%&17%, 0%&-3%&-4%
- COC(=O)C1=C(c2cccc(C#N)c2)C[C@@H]2CC[C@H]1N2C(=O)NCCc1ccccc1
  -24%, -15%, /
- CN1CCN(C(=S)SCC(=O)Nc2ccc(Cl)cc2C(=O)c2ccccc2)CC1
  15µM*, -20%, 17%
- Cc1cccc(-n2c(O)c(C=Nc3ccc(Br)cn3)c(=O)[nH]c2=O)c1
  10µM*, 0%, 11%
- CCOC(=O)COc1ccc2c(c1)c(C(C)=O)c(C)n2Cc1ccccc1
  -1%, -8%, 15%
- C=CCn1c(O)c(C=NCCCn2ccnc2)c(=O)[nH]c1=O
  8%, 0%, 6%

Five consecutive records out of the list so far:
Each structure is followed by: TDP1 cell CPT, FEN1 inh, N370S GC
- COC(=O)C1=C(c2ccc(OC)c(OC)c2)C[C@@H]2CC[C@H]1N2C(=O)N1CCC(C)CC1
  21µM*, 0%, /
- Cc1cccc(-n2c(C)nc3ccccc3c2=O)c1C
  5.8µM*, 0%, 7%
- CCOc1ccccc1N1C(=O)NC(=O)/C(=C/c2ccc3c4c(cccc24)CC3)C1=O
  ?, 13%, 11%
- Cc1cccc(CN2CCc3nc(N4CCN(c5ccccn5)CC4)ncc3C2)c1
  15µM*, -5%, /
- C[C@H]1CCC/C=C/[C@@H]2C[C@H](O)C[C@H]2[C@H](O)/C=C/C(=O)O1
  0.58µM*, -3%&17%, 0%&-3%&-4%

(continued)
Each structure is followed by: TDP1 cell CPT, FEN1 inh, N370S GC
- CN(C)S(=O)(=O)c1cc(NC(=O)C[N+]23CCN(CC2)CC3)ccc1Cl
  -6%, 2%, 3%
- O=C(COc1cccc(Cl)c1)N1CCN(CCc2ccncc2)CC1
  -23%, 0%, /
- COc1ccc(OC)c(CNCCc2ccc(OC)c(OC)c2)c1
  13%, 15%, 0%
- Cc1cccc(-n2c(O)c(/C=N/N3CCOCC3)c(=O)[nH]c2=S)c1
  ?, 3%, -22%
- c1ccc(Nc2cccc3ccccc23)cc1
  ?, 9%, 21%
- O=C(Cc1ccccc1)N1CCN(Cc2ccc(F)cc2)CC1
  5%, -5%, -8%
- COc1ccc(-c2nnc3n2N(C(C)=O)C(c2ccc(Cl)c(Cl)c2)=C(C(C)=O)S3)cc1
  3.3µM*, 18%, /
- O=C1C(=O)N(c2ccccc2)P(=O)(N(CCCl)CCCl)N1c1ccccc1
  -2%, -11%, /
- CCP(=S)(CC)c1ccc(N(C)C)cc1
  ?, 3%, -13%
- CCOP(=O)(OCC)C(NC(=O)c1cccc([N+](=O)[O-])c1)C(Cl)(Cl)Cl (stereo not drawn)
  -2%, 5%, -7%

Additional compounds.
Molecule,TDP1 cell CPT,FEN1 inh,N370S GC
COC(=O)C1=C(c2ccc(F)cc2OCc2ccccc2)C[C@@H]2CC[C@H]1N2C(=O)NCc1ccc(C)cc1,?,0%,/
COc1cc2c(cc1OC)[C@@H]1C(=O)c3ccc4c(c3OC1CO2)CC(C(C)C)O4 (stereo partly drawn),0.065µM*,/,4%
O=C(COc1ccccc1Cl)Nc1ccc2nc(SCC(=O)N3CCCC3)sc2c1,21µM*,-13%,/
COc1ccc2c(c1)C(NC(C)=O)CCc1cc(OC)c(OC)c(OC)c1-2 (stereo not drawn),0.0082µM*,-2%,/
CN1C(=O)C(=Cc2ccccc2Oc2ccc(Cl)c(F)c2)C(=O)N(C)C1=O,?,-2%,1%
Nc1ncc2[nH]cnc2n1,-25%&8%&1%,1%&4%,-15%&0%&5%
CN(C)C(=Nc1ccccc1)P(=S)(N(C)C)N(C)C,2%,2%,1%
C[N+]1([O-])[C@@H]2CC(OC(=O)[C@H](CO)c3ccccc3)C[C@H]1[C@@H]1O[C@@H]12 (stereo partly drawn),-18%,-3%,-17%
CC(C)CC(NC(=O)C1CCCCC1)C(=O)N1CCC2(CC1)OCCO2 (stereo not drawn),4%,-7%,-3%
Cc1csc(NC(=O)C2CCCN(S(=O)(=O)c3ccc4c(c3)oc(=O)n4C)C2)n1 (stereo not drawn),?,-17%,3%
C[N+](C)(C)CC1CCCC1=O (stereo not drawn),-1%,-4%,/
C#C[C@]1(O)CC[C@H]2[C@@H]3CCC4=CC(=O)CC[C@]4(C)[C@H]3CC[C@@]21C,-23%&13%&7%,1%,9%
COC(=O)C1=C(c2cc3ccccc3s2)C[C@@H]2CC[C@H]1N2C(=O)NCCNC(C)=O,-7%,5%,/
O=C(N/N=C\C1C(=O)NC(=S)N(c2ccccc2)C1=O)c1ccc(O)cc1 (stereo not drawn),11%,-12%,-12%
COc1ccc(CN2CCN(C(=O)Cc3ccccc3)CC2)cc1Br,-19%,-4%,?
CC(=O)OC1N=C(c2ccccc2Cl)c2cc(Br)ccc2N(C)C1=O (stereo not drawn),-11%,5%,-1%
CN1CCc2cc3c(cc2[C@H]1[C@@H]1OC(=O)c2c1ccc1c2OCO1)OCO3,1%,14%,4%
Cn1c(O)c(C=Nc2ccc3c(c2)CCC3)c(=O)n(C)c1=O,-11%,-3%,0%[2.35 µM]
COc1ccccc1CNCc1cc(OC)c(OC)cc1OC,?,-17%,2%
Cc1cc(=O)oc2cc(OCC(=O)N3C[C@H]4C[C@@H](C3)c3cccc(=O)n3C4)ccc12,-6%,3%,-7%
Cc1cc(/C=C2\C(=O)NC(=O)N(Cc3ccco3)C2=O)c(C)n1-c1ccc(O)cc1,-15%,?,16%
CCOc1ccc(CN2CCN(C(=O)Cc3ccccc3)CC2)cc1,-22%,14%,-6%
N[C@H](CCP(=O)(O)O)C(=O)O,2%&22%,/,0%&-10%
CCOC(=O)C1=C(N)Oc2ccccc2C12C(=O)N(CC(=O)OC)C(CC(=O)OC)=C2C(=O)OC (stereo not drawn),-2%,-8%,5%
NS(=O)(=O)c1cccc(N2CCNCC2)c1,30%,4%,1%
Cc1csc(=N)n1Cc1ccccc1,-4%,3%,5%
Cc1ccccc1-n1c(-c2ccco2)nc2ccccc2c1=O,12µM*,-7%,-22%
Cc1c(C(=O)N2CCC3(CC2)OCCO3)oc2ccccc12,0%,0%,2%
CN(C)C(=O)Oc1ccc2oc(=O)cc(-c3cc4ccccc4o3)c2c1,-23%,-3%,-7%
C=CC1CN2CCC1CC2c1[nH]c2ccccc2c1CCO (stereo not drawn),-19%,-1%,-9%
Cc1cc(OCC(=O)N2CCC(C(=O)NCC(C)C)CC2)c2c3c(c(=O)oc2c1)CCCC3,-19%,2%,1%
C=CCNC(=O)c1c(N)n(Cc2ccco2)c2nc3ccccc3nc12,7.3µM*,-14%,?
O=C1C2CCCN2C(c2cccs2)N1c1ccccn1 (stereo not drawn),12%,-3%,-8%
C=CCn1c(O)c(C(C)=NCCC(c2ccccc2)c2ccccc2)c(=O)[nH]c1=O,21µM*,-13%,9%
O=C(CN1CCN(S(=O)(=O)c2cc(Br)ccc2Br)CC1)NCc1ccccc1Cl,?,-3%,/
COc1cc([C@@H]2c3cc4c(cc3[C@H](OC(C)=O)[C@H]3COC(=O)[C@H]23)OCO4)cc(OC)c1OC,0.079µM*,1%,/
CN1C(=O)N(C)C(=O)C(CCc2ccncc2)(CCc2ccncc2)C1=O,-2%,-6%,0%
CCC(=O)OC(Cc1ccccc1)(c1ccccc1)C(C)CN(C)C (stereo not drawn),-3%,-8%,/
CC1(C)OC(c2ccccc2)=C/C(=C/C=C2C(=O)NC(=O)NC2=O)O1,-23%,-6%,-11%
COC(=O)c1ccc(CN2CCN(Cc3ccccc3)CC2)cc1,-13%,1%,-4%
Cc1cc(C(=O)N2CCC3(CC2)OCCO3)no1,-4%,-16%,-14%
